# Tb MetRS inh – blocks T. brucei methionyl-tRNA synthetase activity; purified T. brucei MetRS, ATP depletion, Kinase-Glo luminescence; inhibition, % at 11.9 µM; 0.4% of 360,000 active; AID 624268;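 active = inhibition above a per-plate cutoff of the control wells' mean inhibition plus 3 SD, cut at about 5.5% in these data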;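 note: 0% = DMSO wells median and 100% = median of wells with control inhibitor compound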
#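 Material – parasite MetRS enzyme · Medium – HEPES-MgCl2-KCl buffer plus DTT, spermine, BSA, pyrophosphatase · Reagent – ATP, methionine and E. coli bulk tRNA substrates · Times – 15 min enzyme-compound preincubation, 2 h reaction, 10 min detection, 25 °C · Measured by – luminescence of leftover ATP · Evaluation – percent inhibition relative to median high and low control wells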
# SUMO1-SIM PPI – modulators of human SUMO1-mediated protein-protein interactions; 0.33% of 360,000 active; inhibition, % at 20 µM; SUMO1 binding to a labelled peptide, TR-FRET, 1 h; P63165; AID 602429; in the data active = inhibition above about 37%
# DNMT1 inh – blocks human DNA methyltransferase DNMT1 | AID 588458 | DNMT1 molecular beacon, Hinp1I cleavage, fluorescence | 0.83% of 360,000 active | inhibition (reported as % activation of signal), % at 10 µM | P26358; in the data active = inhibition above about 50%
# Rpn11 block – blocks the human proteasome subunit Rpn11; human 26S proteasome, Ub4-pepOG fluorescence polarization; 20S core pre-blocked with epoxomicin; calls only at 20 µM; 0.59% of 360,000 active;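 active = inhibition at 20 µM, scaled to each plate's controls, above about 33%, limit read from the data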
# Target sequence (O00487 whole entry, looked up): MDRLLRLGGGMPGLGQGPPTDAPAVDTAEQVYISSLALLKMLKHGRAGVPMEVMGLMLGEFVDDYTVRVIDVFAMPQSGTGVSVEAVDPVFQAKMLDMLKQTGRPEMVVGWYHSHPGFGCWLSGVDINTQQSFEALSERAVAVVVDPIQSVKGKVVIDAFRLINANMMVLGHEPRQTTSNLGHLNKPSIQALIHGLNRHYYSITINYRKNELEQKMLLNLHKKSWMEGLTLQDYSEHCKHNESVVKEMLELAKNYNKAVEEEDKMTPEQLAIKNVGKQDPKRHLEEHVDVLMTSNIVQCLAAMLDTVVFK
# NadD inh – NadD (S. aureus) enzyme inhibition; purified NadD enzyme, colorimetric absorbance read-out; inhibition, % at 20 µM; 0.78% of 360,000 active; in the data active = inhibition above about 26%; note: some compounds past the cut are filed as inactive
# STEP inh – STEP (human) phosphatase inhibition | 0.25% of 360,000 active | inhibition, % at 20 µM | recombinant STEP, OMFP fluorogenic substrate, fluorescence | P54829;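 active = inhibition at 20 µM, scaled per plate between control wells, above about 37%, limit read from the data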;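 note: 0% = DMSO with enzyme and substrate and 100% = substrate only without enzyme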
#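 Test system: STEP tyrosine phosphatase / Reagent: OMFP at 25 µM / Doses: 20 µM, 1% DMSO / Read-out: percent inhibition scaled to no-enzyme and uninhibited-enzyme controls, plate-pattern corrected / Detection: FITC-channel fluorescence of OMFP product / Medium: Bis-Tris buffer pH 6.0, 2.5 mM DTT, 0.005% Tween 20 / Schedule: 20 min at room temperature, dark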
# LMPTP inh – blocks human LMPTP phosphatase; P24666; recombinant LMPTP-A, OMFP fluorogenic substrate, fluorescence intensity; inhibition, % at 20 µM; 0.22% of 360,000 active;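 active = compounds that cut the enzyme signal by at least half of the control window in the single-dose screen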;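 note: plate controls were DMSO wells with enzyme plus substrate for no effect and substrate without enzyme for full effect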
# Target sequence (P24666 whole entry, looked up): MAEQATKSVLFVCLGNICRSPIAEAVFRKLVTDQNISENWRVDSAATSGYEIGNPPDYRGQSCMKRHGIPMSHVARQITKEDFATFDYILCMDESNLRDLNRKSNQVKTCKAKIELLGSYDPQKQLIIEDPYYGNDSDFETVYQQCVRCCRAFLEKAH
#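 material = LMPTP-A | quantity = 0.625 nM enzyme | reagent = OMFP substrate, 400 µM final | buffer or medium = Bis-Tris pH 6.0, DTT, detergent | detection = endpoint fluorescence intensity from OMFP dephosphorylation | dosing = single 20 µM dose | read-out basis = % inhibition relative to no-enzyme and uninhibited control wells | control set = no-enzyme and uninhibited controls | timing = 50 min at room temperature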
# Scp1 inh – inhibitors of human Scp-1 phosphatase; 0.88% of 340,000 active; inhibition, % at 20 µM; AID 493091; Recombinant Scp1, phosphopeptide, malachite green phosphate absorbance;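 active = inhibition above about 50% at 20 µM, limit read from the data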;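 note: plate controls were DMSO wells with enzyme for no effect and wells lacking enzyme for full effect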
# Target sequence (Q9GZU7 76-261 limits assumed): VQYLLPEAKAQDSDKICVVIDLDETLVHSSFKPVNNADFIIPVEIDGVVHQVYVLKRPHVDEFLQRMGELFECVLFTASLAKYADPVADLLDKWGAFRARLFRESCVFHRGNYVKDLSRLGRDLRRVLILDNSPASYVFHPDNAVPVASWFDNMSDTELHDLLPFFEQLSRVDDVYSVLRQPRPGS
#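 Material: truncated SCP-1 phosphatase (76-261aa) / Buffer or medium: 50 mM Tris acetate pH 5.5, 0.005% Tween-20, 10 mM MgCl2 / Compound dosing: one concentration, 20 µM, with 1.0% DMSO / Incubation: 45 min room-temperature reaction, 5 min colour, 30 min stabiliser / Detection: colorimetric free-phosphate detection, absorbance 630 nm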
# CSN deneddyl inh – blocks human CSN-mediated cullin deneddylation; Q92905; Purified CSN, SCF-Nedd8-OG deneddylation, fluorescence polarization; inhibition, % at 12.5 µM; 0.38% of 360,000 active; AID 651999;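 active = pattern-corrected inhibition above about 35%, with an unprinted fluorescence ratio check between 0.5 and 1.5, limit read from the data, passing the limit was not always enough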;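 note: 0% = enzyme with substrate and 100% = substrate without enzyme; some results filed as inactive read as strong as hits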
# Target sequence (Q92905 whole entry, looked up, one chain of several): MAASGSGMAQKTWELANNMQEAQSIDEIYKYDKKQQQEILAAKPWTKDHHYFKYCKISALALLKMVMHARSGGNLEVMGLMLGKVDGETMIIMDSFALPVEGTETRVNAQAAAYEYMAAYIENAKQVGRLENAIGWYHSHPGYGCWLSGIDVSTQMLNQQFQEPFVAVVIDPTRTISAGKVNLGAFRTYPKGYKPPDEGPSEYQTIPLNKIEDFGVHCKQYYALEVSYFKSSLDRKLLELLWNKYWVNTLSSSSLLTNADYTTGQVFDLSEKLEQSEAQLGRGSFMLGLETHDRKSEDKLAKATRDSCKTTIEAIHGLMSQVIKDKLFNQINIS
#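 Test system: Human Csn5 produced in HEK293T cells | Compound: 12.5 µM single point | Times: 90 min, room temperature | Signal: Fluorescence polarization readout | Read-out basis: % inhibition of substrate cleavage by Csn5 | Controls: no-enzyme wells high, enzyme-with-substrate wells low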
# MsrA inh – bovine MsrA inhibition; purified bovine MsrA, absorbance read-out; inhibition, % at 15.5 µM; 0.75% of 360,000 active; AID 651718; in the data active = inhibition above about 4.5%;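 note: 0% = vehicle wells with enzyme and 100% = reference inhibitor wells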
# Active calls of the source: *; i = inactive; · = not tested or not shown; + = active, no number. Compounds were not picked by outcome; 3.9% or so of the library scored in one or more.
item	SMILES	Tb MetRS inh	SUMO1-SIM PPI	DNMT1 inh	Rpn11 block	NadD inh
1	CC(C)Cn1nc(-c2ccccc2)c2ccccc2c1=O	-0.7	0	5	i	-8
2	CC(NC(=O)CNC(=O)[C@@H]1Cc2ccccc2CN1)c1ccccc1 (some centres undefined)	-0.8	0	0	i	-3
3	CC(C)(C)[C@H]1COC(=O)[C@@H](Cc2ccc(F)cc2)CC/C=C/C[C@@H](CC(=O)N[C@@H](CO)Cc2ccccc2)C(=O)N1	-0.1	5	-2	i	-2
4	Cc1cccc(C(=O)Nc2ccc(CC(=O)O)cc2)c1	0.0	0	0	i	-3
5	COCCCNC(=O)c1oc2ccc(S(=O)(=O)N(C)C3CCCCC3)cc2c1C	-0.2	3	-2	i	0
6	COc1ccc(CCNC(=O)COC(=O)/C=C/c2cccs2)cc1	-0.8	-12	1	i	1
7	COc1ccc(CNC(=O)C2(CC3CC(c4ccccc4)=NO3)CCN(C(=O)C3(C)CC3)CC2)cc1 (centres undefined)	-0.1	3	4	i	2
8	O=C(c1ccco1)N1CCN(S(=O)(=O)c2ccc(Br)cc2)CC1	-0.3	3	1	i	0

item	STEP inh	LMPTP inh	Scp1 inh	CSN deneddyl inh	MsrA inh
1	0	1.3	-5	-4	0.4
2	-2	-1.0	5	-3	-0.3
3	1	-1.3	-20	2	-0.5
4	0	-0.8	-3	-2	0.8
5	5	0.0	0	-2	-0.7
6	2	-0.6	-3	-8	1.3
7	2	0.9	0	-5	0.3
8	-1	-1.0	-7	-1	-2.1

item	SMILES	Tb MetRS inh	SUMO1-SIM PPI	DNMT1 inh	Rpn11 block	NadD inh
9	CN1CC(=O)N(C)c2nc(Br)n(C)c2C1=O	0.3	1	2	i	1
10	CCn1cc(Br)c(C(=O)Nc2cccc(SC)c2)n1	-0.6	-2	-3	i	-11
11	CCCCc1nc(SCC(=O)Nc2cccc(Cl)c2)n[nH]1	-0.1	-4	2	i	-8
12	COc1ccc(CN=C2NN=C(c3ccccc3)CS2)cc1	0.9	1	-19	i	5
13	O=C(NC(C(=O)N/N=C/c1c2ccccc2cc2ccccc12)c1n[nH]c(=O)c2ccccc12)c1ccccc1 (centres undefined)	-0.9	-14	-1	i	51*
14	COc1ccc(NC(=O)c2csc(C)c2)cc1OC	-0.2	1	-1	i	-1
15	CC(C)OCCCN(C)C1CCN(S(=O)(=O)c2ccc(-c3cc(C(F)(F)F)no3)s2)CC1	-0.3	-12	0	i	-3
16	N#Cc1ccc(NC(=O)COC(=O)CCc2ccc(S(=O)(=O)N3CCCCC3)cc2)cc1	-0.4	2	-1	i	-7

item	STEP inh	LMPTP inh	Scp1 inh	CSN deneddyl inh	MsrA inh
9	-6	-1.5	-6	5	0.7
10	0	-1.6	-10	-4	0.0
11	-1	1.2	-7	-4	0.6
12	5	2.0	-4	0	0.0
13	0	1.3	-3	2	1.7
14	-2	-0.3	-13	-7	0.8
15	-1	0.5	-1	1	-0.6
16	-1	-0.7	4	-13	0.3

item	SMILES	Tb MetRS inh	SUMO1-SIM PPI	DNMT1 inh	Rpn11 block	NadD inh
17	CCOC(=O)c1[nH]c(=O)[nH]c1CSc1nc(C)cc(C)n1	-0.3	1	6	i	0
18	O=c1oc2ccccc2c(Nc2ccc(O)cc2)c1[N+](=O)[O-]	0.2	-13	-5	i	-5
19	Oc1ccc(O)c(Cc2nc3ccccc3[nH]2)c1	-0.4	1	-8	i	-4
20	CCCCn1nnnc1C(c1ccccc1OC(F)(F)F)N1CCN(C/C=C/c2ccccc2)CC1 (centres undefined)	-0.8	0	-6	i	0
21	CCN(CC(=O)N1CCCC1)S(=O)(=O)c1ccc(Br)cc1	-0.2	0	1	i	-3
22	CCOc1cc(/C=N/NC(=O)c2cccnc2)ccc1OC(=O)c1ccco1	0.8	-16	2	i	1
23	O=C(COc1ccc(Cl)cc1)N(Cc1ccc(F)cc1)C1CCS(=O)(=O)C1 (centres undefined)	0.0	2	0	i	-6
24	Cc1ccc(S(=O)(=O)N/N=C\c2ccc(Cl)c([N+](=O)[O-])c2)cc1	-0.1	-15	1	i	2

item	STEP inh	LMPTP inh	Scp1 inh	CSN deneddyl inh	MsrA inh
17	0	-1.4	1	-3	-1.2
18	-1	-1.2	-2	-1	2.1
19	4	13	3	3	-0.4
20	1	-0.2	·	1	1.2
21	-1	-3.1	-10	0	-0.6
22	-1	0.4	1	-5	0.2
23	2	-1.3	-6	-4	-0.3
24	-5	2.4	-17	2	0.3

item	SMILES	Tb MetRS inh	SUMO1-SIM PPI	DNMT1 inh	Rpn11 block	NadD inh
25	COc1ccc(NC2CCCN(C(=O)CCC(=O)c3ccc(F)cc3)C2)cc1 (centres undefined)	-0.4	-1	-2	i	-1
26	Cc1c(NS(=O)(=O)c2ccc(S(=O)(=O)c3ccccc3)s2)c(=O)n(-c2ccccc2)n1C	-0.1	1	2	i	-2
27	CCN1C[C@@H]2[C@@H]3C(=O)N(C)C(=O)[C@@H]3[C@](CC)(C1=O)N2C(=O)c1ccc(Cl)cc1	-0.1	-3	1	i	-3
28	O=C(/C=C/c1cn(-c2ccccc2)nc1-c1cccnc1)c1ccco1	-0.2	-7	-8	i	13
29	CCOc1ccc(C(=O)NC(=S)Nc2ccc(NC(=O)C(C)C)cc2)cc1[N+](=O)[O-]	0.2	-1	-1	i	3
30	CSc1ccc(S(=O)(=O)NCC(=O)OCC(=O)N(C)CC(=O)Nc2ccccc2Cl)cc1[N+](=O)[O-]	0.3	-38	-1	i	5
31	O=C(NC(Cc1ccccc1)C(=O)NCCc1ccccn1)c1ccccc1 (centres undefined)	-0.1	1	-1	i	-12
32	O=C(Nc1ccc(S(=O)(=O)N2CCOCC2)cc1)c1cccc([N+](=O)[O-])c1	1.6	-21	2	i	-5

item	STEP inh	LMPTP inh	Scp1 inh	CSN deneddyl inh	MsrA inh
25	0	2.8	-5	0	0.9
26	-3	-1.4	10	-1	1.4
27	0	-1.4	-8	-6	-1.1
28	0	1.3	22	11	3.6
29	1	-1.5	-5	-8	0.0
30	3	0.3	0	-2	-0.6
31	0	0.1	-5	4	-1.1
32	1	-1.9	-5	0	0.4

item	SMILES	Tb MetRS inh	SUMO1-SIM PPI	DNMT1 inh	Rpn11 block	NadD inh
33	CC(=O)N1CCC(C(=O)N2c3ccccc3N=C(c3ccc(C(F)(F)F)cc3)C2C(=O)NC2CCCC2)CC1 (centres undefined)	-0.5	-14	·	·	·
34	Cc1cccc(C)c1-n1nnnc1SCc1nc(N)nc(N(C)C)n1	-1.3	8	-1	i	-1
35	CC(C)(C)n1nnnc1CN1C2CCC1CC(NC(=O)Nc1ccccc1)C2 (centres undefined)	0.1	1	-2	i	0
36	C#CCOCCOCCOCCNc1nc(N2CCN(C(=O)CCCCCCCCCCNC(=O)Cn3cc(CCCCCN)nn3)CC2)nc(N2CCN(C(=O)CCCCCCCCCCNC(=O)[C@@H](CCSC)n3cc(CCO)nn3)CC2)n1	-0.2	-176	-130	+	19
37	OC(COc1ccc(Br)cc1)CN1CCC(Cc2ccccc2)CC1 (centres undefined)	-0.6	1	-1	i	-1
38	O=C(O)c1cc(-c2ccccc2)n(-c2ccccc2C(=O)O)n1	-0.2	0	0	i	6
39	COc1ccc(OC)c(NS(=O)(=O)c2ccc(SC)cc2)c1	-0.3	-1	-3	i	-4
40	O=C(CN1CCN(c2ccccc2F)CC1)NC(=O)NC1CCCCC1	-0.2	-3	0	i	-3

item	STEP inh	LMPTP inh	Scp1 inh	CSN deneddyl inh	MsrA inh
33	·	1.1	·	0	0.1
34	-3	-0.1	·	-2	0.2
35	1	-1.8	-6	7	2.7
36	8	0.9	27	13	·
37	-2	-1.9	1	-1	-0.8
38	3	-1.0	3	0	-0.5
39	0	0.1	-7	-6	-0.1
40	-1	-0.2	3	-1	1.4

# Profiles, quoted from the list:
# Results for O=C(O)c1cc(-c2ccccc2)n(-c2ccccc2C(=O)O)n1 : Tb MetRS inh = -0.2; SUMO1-SIM PPI = 0; DNMT1 inh = 0; Rpn11 block = i; NadD inh = 6; STEP inh = 3; LMPTP inh = -1.0; Scp1 inh = 3; CSN deneddyl inh = 0; MsrA inh = -0.5
# Results for O=C(CN1CCN(c2ccccc2F)CC1)NC(=O)NC1CCCCC1 : Tb MetRS inh = -0.2; SUMO1-SIM PPI = -3; DNMT1 inh = 0; Rpn11 block = i; NadD inh = -3; STEP inh = -1; LMPTP inh = -0.2; Scp1 inh = 3; CSN deneddyl inh = -1; MsrA inh = 1.4

# (list continues)
item	SMILES	Tb MetRS inh	SUMO1-SIM PPI	DNMT1 inh	Rpn11 block	NadD inh
41	Cc1ccc(-c2csc(NC(=O)C[n+]3cc(-c4ccc(C)cc4)n4c3CCC4)n2)cc1	-0.8	-40	4	i	8
42	COc1ccc(C(=O)NCC(C)(C)CNC(=O)c2ccc(OC)c(OC)c2)cc1OC	0.4	3	-2	i	0
43	CCOC(=O)C1=C(Nc2ccccc2)OCC1=O	-0.3	1	3	i	-3
44	COc1ccccc1Cn1c(=O)oc2ccccc21	-0.2	2	6	i	-5
45	O=C(Cc1cccs1)Nc1nnc(SCc2ccc(F)cc2)s1	0.8	3	-2	i	-5
46	CCOC(=O)C1=C(C)NC(SCc2cc(=O)[nH][nH]2)=C(C#N)C1c1cccs1 (centres undefined)	-0.1	13	-27	i	4
47	C=CCc1cccc(C=Nc2ccc(Br)cc2)c1O	0.0	-5	-2	i	-3
48	COc1ccc(/C=N/NC(=O)c2ccc(CSc3nc(C)cc(C)n3)cc2)cc1O	-1.1	-6	-2	i	9
49	CCOC(=O)N1CCN(C(=O)C2CCN(S(=O)(=O)c3ccc(Cl)cc3)CC2)CC1	-0.7	6	3	i	11
50	C=CCOc1ccc(CNC(C)(C)CO)cc1OCC	-0.8	1	-1	i	-1
51	CC(C)N1C(=O)/C(=C/c2nc3ccccc3c(=O)n2-c2ccccc2)c2ccccc21	-0.1	-15	-6	i	7

item	STEP inh	LMPTP inh	Scp1 inh	CSN deneddyl inh	MsrA inh
41	6	24	7	10	-2.2
42	1	7.3	-15	-6	1.1
43	0	-1.6	-8	-1	0.1
44	1	-0.2	·	1	-0.2
45	1	-1.0	-3	-13	-0.9
46	-3	2.9	-12	0	-0.2
47	-1	-0.1	-3	6	1.9
48	2	-0.2	3	-5	3.5
49	-5	-0.9	-7	6	-0.9
50	-5	-0.9	-4	2	0.8
51	0	2.7	-2	-1	1.8

# Bioassay records deposited in PubChem by several laboratories.
